# SUMO1 PPI mod: modulators of SUMO1 protein-protein interactions, primary screen, biochemical, uHTS; SUMO1 binding to a labelled peptide, TR-FRET, 1 h; inhibition, % at 20 µM; 360,000 tested, 0.33% active; in the data active = inhibition above about 37%
# Tb MetRS inh: T. brucei MetRS inhibitors, primary screen, biochemical, luminescence. methionyl-tRNA synthetase (Trypanosoma brucei brucei). purified T. brucei MetRS, ATP depletion, Kinase-Glo luminescence. inhibition, % at 11.9 µM. 360,000 tested, 0.4% active. AID 624268, 2012;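 active = inhibition above a per-plate cutoff of the control wells' mean inhibition plus 3 SD, cut at about 5.5% in these data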;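 also: 0% = DMSO wells median and 100% = median of wells with control inhibitor compound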
#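 Material: parasite MetRS enzyme / Replication: singlicate, one well per compound / Signal: luminescence of leftover ATP / Schedule: 2 h aminoacylation at 25 °C after 15 min preincubation / Medium: HEPES-MgCl2-KCl buffer plus DTT, spermine, BSA, pyrophosphatase / Doses: 11.9 µM single point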
# DNMT1 inh: human DNMT1 methyltransferase inhibitors, primary screen, biochemical, molecular beacon, fluorescence, HinP1I cleavage, uHTS | DNA (cytosine-5)-methyltransferase 1 (Homo sapiens), P26358 | 360,000 tested, 0.83% active | AID 588458, 2011 | inhibition (reported as % activation of signal), % at 10 µM; in the data active = inhibition above about 50%
# LMPTP block: LMPTP phosphatase inhibitors, primary screen, biochemical, fluorescence intensity, uHTS | Low molecular weight phosphotyrosine protein phosphatase (Homo sapiens), P24666 | recombinant LMPTP-A, OMFP fluorogenic substrate | inhibition, % at 20 µM | 360,000 tested, 0.22% active | AID 651560, 2012;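 active = compounds that cut the enzyme signal by at least half of the control window in the single-dose screen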;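 also: plate controls were DMSO wells with enzyme plus substrate for no effect and substrate without enzyme for full effect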
#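 Buffer or medium: Bis-Tris pH 6.0, DTT, detergent; Assay system: LMPTP-A enzyme; Quantity: 0.625 nM enzyme; Detection: endpoint fluorescence intensity; Times: 50 min dark incubation at room temperature; Controls: substrate-only low control, DMSO enzyme-plus-substrate high control; Doses: single 20 µM dose; Read-out: percent inhibition versus substrate-only and uninhibited controls; Reagent: 400 µM OMFP.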
# CSN deneddyl inh: inhibitors of CSN-mediated cullin deneddylation, primary screen, biochemical, fluorescence polarization, uHTS; Purified CSN, SCF-Nedd8-OG deneddylation; inhibition, % at 12.5 µM; 360,000 tested, 0.38% active; AID 651999, 2013;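 active = pattern-corrected inhibition above about 35%, with an unprinted fluorescence ratio check between 0.5 and 1.5, limit read from the data, passing the limit was not always enough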;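 also: 0% = enzyme with substrate and 100% = substrate without enzyme; some results filed as inactive read as strong as hits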
#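 Test system: Human Csn5 produced in HEK293T cells | Compound: 12.5 µM single point | Times: 90 min, room temperature | Signal: Fluorescence polarization readout | Read-out basis: % inhibition of substrate cleavage by Csn5 | Controls: no-enzyme wells high, enzyme-with-substrate wells low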
# NadD block: inhibitors of S. aureus NadD, primary screen, biochemical, colorimetric, uHTS; purified NadD enzyme, colorimetric absorbance read-out; 360,000 tested, 0.78% active; inhibition, % at 20 µM; AID 602399, 2012; in the data active = inhibition above about 26%; also: some compounds past the cut are filed as inactive
# Rpn11 block: Rpn11 (PSMD14) deubiquitinase inhibitors, primary screen, biochemical, fluorescence polarization, uHTS; 26S proteasome non-ATPase regulatory subunit 14 (Homo sapiens), O00487; human 26S proteasome, Ub4-pepOG fluorescence polarization; 20S core pre-blocked with epoxomicin; calls only at 20 µM; 360,000 tested, 0.59% active;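 active = inhibition at 20 µM, scaled to each plate's controls, above about 33%, limit read from the data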
# Target sequence (O00487 whole entry, looked up): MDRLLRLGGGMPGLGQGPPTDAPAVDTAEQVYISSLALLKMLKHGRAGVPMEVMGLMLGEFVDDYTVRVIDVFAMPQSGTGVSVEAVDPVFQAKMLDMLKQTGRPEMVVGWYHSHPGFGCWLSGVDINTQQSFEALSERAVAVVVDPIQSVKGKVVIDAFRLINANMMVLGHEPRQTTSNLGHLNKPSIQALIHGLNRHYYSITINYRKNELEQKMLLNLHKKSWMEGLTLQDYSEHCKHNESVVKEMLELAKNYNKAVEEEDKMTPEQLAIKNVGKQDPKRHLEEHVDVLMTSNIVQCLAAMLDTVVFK
# MsrA inh: bovine MsrA enzyme inhibitors, primary screen, biochemical, absorbance, HTS; inhibition, % at 15.5 µM; Methionine sulfoxide reductase A (Bos taurus); purified bovine MsrA, absorbance read-out; 360,000 tested, 0.75% active; in the data active = inhibition above about 4.5%;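 also: 0% = vehicle wells with enzyme and 100% = reference inhibitor wells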
# Scp-1 inhibitor: Scp-1 phosphatase inhibitors, primary screen, biochemical, colorimetric, uHTS; Recombinant Scp1, phosphopeptide, malachite green phosphate absorbance; 340,000 tested, 0.88% active; AID 493091, 2011; inhibition, % at 20 µM; Carboxy-terminal domain RNA polymerase II polypeptide A small phosphatase 1 (Homo …;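 active = inhibition above about 50% at 20 µM, limit read from the data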;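 also: plate controls were DMSO wells with enzyme for no effect and wells lacking enzyme for full effect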
# Target sequence (Q9GZU7 76-261 limits assumed): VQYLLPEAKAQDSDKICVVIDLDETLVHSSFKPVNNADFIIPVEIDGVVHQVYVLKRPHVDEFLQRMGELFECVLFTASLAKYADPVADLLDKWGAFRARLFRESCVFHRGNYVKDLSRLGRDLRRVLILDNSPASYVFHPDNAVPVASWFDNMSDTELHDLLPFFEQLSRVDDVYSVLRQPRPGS
#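 System: truncated SCP-1 phosphatase (76-261aa); medium: Tris acetate buffer pH 5.5 with MgCl2 and Tween-20; incubation: 45 min room-temperature reaction, 5 min colour, 30 min stabiliser; compound: single 20 µM dose, 1% DMSO; reagent: Phosphorylated 17-residue peptide substrate; read-out: % inhibition at 20 µM; technique: colorimetric free-phosphate detection, absorbance 630 nm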
# STEP inh: STEP phosphatase inhibitors, primary screen, biochemical, fluorescence intensity, uHTS. Tyrosine-protein phosphatase non-receptor type 5 (Homo sapiens), P54829. recombinant STEP, OMFP fluorogenic substrate. inhibition, % at 20 µM. 360,000 tested, 0.25% active. AID 588621, 2011;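 active = inhibition at 20 µM, scaled per plate between control wells, above about 37%, limit read from the data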;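 also: 0% = DMSO with enzyme and substrate and 100% = substrate only without enzyme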
# Target sequence (P54829 whole entry, looked up): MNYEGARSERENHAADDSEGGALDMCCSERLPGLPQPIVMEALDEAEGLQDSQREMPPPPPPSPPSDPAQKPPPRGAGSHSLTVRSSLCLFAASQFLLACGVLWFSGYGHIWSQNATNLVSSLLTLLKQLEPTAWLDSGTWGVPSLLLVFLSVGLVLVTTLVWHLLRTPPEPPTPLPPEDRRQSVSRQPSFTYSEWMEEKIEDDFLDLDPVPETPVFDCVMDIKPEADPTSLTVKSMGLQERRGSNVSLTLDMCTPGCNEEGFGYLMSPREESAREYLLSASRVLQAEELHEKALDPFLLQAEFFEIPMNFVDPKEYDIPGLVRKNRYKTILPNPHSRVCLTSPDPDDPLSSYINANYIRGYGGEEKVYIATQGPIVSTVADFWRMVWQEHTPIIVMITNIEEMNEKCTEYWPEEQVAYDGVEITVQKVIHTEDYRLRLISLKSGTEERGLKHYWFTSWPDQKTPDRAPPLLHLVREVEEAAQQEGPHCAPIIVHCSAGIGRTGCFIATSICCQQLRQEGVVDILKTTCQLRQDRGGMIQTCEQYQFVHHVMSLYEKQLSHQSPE
#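 Assay system: isolated STEP enzyme. Buffer or medium: pH 6.0 Bis-Tris with DTT and Tween 20. Also added: fluorogenic phosphatase substrate OMFP at 25 µM final. Dosing: 20 µM, 1% DMSO. Timing: 20 min reaction, room temperature, in the dark. Measured by: fluorescence intensity, excitation 480 nm, emission 540 nm. Evaluation: normalized % inhibition.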
# An asterisk follows results filed as active; i = inactive; · = not tested or not shown; + = active, no number.
SMILES,SUMO1 PPI mod,Tb MetRS inh,DNMT1 inh,LMPTP block,CSN deneddyl inh,NadD block,Rpn11 block,MsrA inh,Scp-1 inhibitor,STEP inh
Cc1cc(C)c(C(=O)OCC(=O)Nc2cccc(S(=O)(=O)N3CCCCC3)c2)c(C)c1,4,-0.1,-7,3.0,+,-3,i,-0.2,-5,1
O=C(NCc1cccc(Cl)c1)c1cccnc1,-1,0.7,1,-0.6,5,2,i,-0.7,3,-1
O=C(C1=C[C@H](c2coc3ccccc3c2=O)C[C@H](OCc2ccc(CO)cc2)O1)N1CCN(Cc2ccc3c(c2)OCO3)CC1,0,-0.5,-13,2.3,-2,0,i,1.9,6,1
Cc1ccccc1NC(=O)c1ccc(C)c(S(=O)(=O)Nc2ccccn2)c1,0,-0.5,4,-1.0,-4,5,i,0.1,-6,-3
CCN1CCN(S(=O)(=O)c2ccc(S(=O)(=O)NCC3CCCO3)cc2)CC1 (centres undefined),0,-0.3,1,-1.6,0,1,i,-0.6,-7,4
Cc1ccc(NC(=O)C2CC(=O)NC(Nc3cccc(C)c3)=N2)cc1 (centres undefined),0,-0.5,-1,-0.8,-5,4,i,0.1,-7,4
COC(=O)c1ccc(NC(=S)NCCc2cccc(C)c2)cc1,2,2.0,-6,1.4,-2,2,i,0.5,-8,-1
Cc1ccc(NC(=S)NCCCN2CCOCC2)cc1C,-1,-1.2,5,-2.5,-1,-7,i,-0.8,-8,-1
CCCCn1c(N)c(N(CC(C)C)C(=O)Cn2c(=O)cnc3ccccc32)c(=O)[nH]c1=O,-1,0.2,-4,-0.5,-2,3,i,-0.6,-6,-3
Cc1cc(N2C(=O)C(O)=C(C(=O)c3ccc(C)o3)C2c2cccc(Oc3ccccc3)c2)no1 (centres undefined),-6,-0.1,0,49,3,21,i,-0.5,-13,6
Cc1cc(C)n(C(=O)COc2ccc(Cl)cc2Cl)n1,3,-0.2,2,0.4,2,0,i,0.9,-7,0
CCOc1ccc(C(=O)C2CCN(C(=O)c3ccccc3C(=O)O)CC2)cc1,-3,0.1,3,-1.5,-1,2,i,0.4,0,1
O=C(Nc1ccccc1N1CCOCC1)c1cccc2ccccc12,1,0.4,-3,-0.8,-5,3,i,-1.2,·,-3
Cc1cccc(Nc2nnc(SCC(=O)c3ccc(Br)s3)s2)c1C,-10,0.7,-12,2.4,-2,8,i,-0.1,-2,0
C=CC[C@@H](CC(=O)N[C@H](CO)Cc1ccccc1)C(=O)N[C@H](COC(=O)[C@@H](CC=C)Cc1ccc(F)cc1)Cc1c[nH]c2ccccc12,-1,-0.3,-38,1.6,0,-10,i,0.3,-14,0
O=C(CCCc1ccccc1)NC1CC1,1,0.1,6,-1.0,1,0,i,0.7,-2,0
O=C(/C=C/c1ccccc1[N+](=O)[O-])NCCCN1CCCC1=O,-52,0.2,1,-9.8,1,8,i,0.3,-6,1
Oc1cc(Cl)cc(Cl)c1Cl,13,-0.4,0,-1.6,-3,-2,i,0.1,-12,-3
CCc1ccccc1NC(=O)COC(=O)c1c(C)nsc1NC,-2,-0.2,-3,-1.1,-1,1,i,-0.3,-1,2
CC(=O)c1c(C)[nH]c(C(=O)OCC(=O)N2CC(C)OC(C)C2)c1C (centres undefined),3,-0.6,-2,-0.4,-5,-4,i,1.5,-8,-2
Cc1ccc(C)c(N(CC(=O)NCc2ccco2)C(=O)CCC(=O)Nc2ccccn2)c1,1,-0.4,0,0.1,-2,5,i,-0.8,-1,0
O=C(O)C1C2C=CC(C2)C1C(=O)NCCc1cccc(Cl)c1 (centres undefined),1,-0.1,2,1.0,1,-15,i,0.7,-3,8
CCN(CC)c1ccc(C=Nc2cccc(S(=O)(=O)N3CCOCC3)c2)c(O)c1,-11,0.1,-7,-0.7,-5,3,i,5.8*,-7,2
CCCCCC(=O)Nc1cccc(C2=NOC3(C2)C[C@@H](C(N)=O)N(C(=O)c2cc([N+](=O)[O-])cc([N+](=O)[O-])c2C)C3)c1 (some centres undefined),-34,-0.4,0,0.1,-3,14,i,-1.4,1,-2
CC(C)(C)OC(=O)N1CCC(c2c(C(=O)O)cnn2-c2ccc(Cl)cc2)CC1,-5,-0.5,-4,-0.6,-12,-2,i,-0.5,-3,-2

# The last 2 records of the part above open the next one.
SMILES,SUMO1 PPI mod,Tb MetRS inh,DNMT1 inh,LMPTP block,CSN deneddyl inh,NadD block,Rpn11 block,MsrA inh,Scp-1 inhibitor,STEP inh
CCCCCC(=O)Nc1cccc(C2=NOC3(C2)C[C@@H](C(N)=O)N(C(=O)c2cc([N+](=O)[O-])cc([N+](=O)[O-])c2C)C3)c1 (some centres undefined),-34,-0.4,0,0.1,-3,14,i,-1.4,1,-2
CC(C)(C)OC(=O)N1CCC(c2c(C(=O)O)cnn2-c2ccc(Cl)cc2)CC1,-5,-0.5,-4,-0.6,-12,-2,i,-0.5,-3,-2
O=C(NCc1ccc(F)cc1)C(c1cccnc1)N(C(=O)c1csnn1)c1ccccc1 (centres undefined),-1,0.2,2,-1.8,1,-2,i,0.5,2,1
CCCSc1nnc(-c2ccccc2N)c(=O)[nH]1,-1,-0.1,4,-0.7,-2,-5,i,0.8,-11,-1
CCCCOC(=O)CCCN1C(=O)/C(=C2\SC(=S)N(CCCC(=O)OCCCC)C2=O)SC1=S,-6,-0.2,-13,0.6,-3,10,i,0.3,-11,6
CC(C)n1cc(CN2CCN(C)C(CCO)C2)c2ccccc21 (centres undefined),-4,-0.9,1,-1.3,1,-2,i,-0.3,-4,1
COC(=O)C1CCN(CC(=O)NC(=O)NC2CCCCC2)CC1,-1,-0.4,1,0.5,4,-2,i,1.3,-2,3
O=C1CN(C(=O)NCC(=O)N[C@H](C(=O)O)c2ccccc2)c2ccccc2N1,4,-0.1,3,-1.8,0,-3,i,-1.4,3,-1
CCOc1ccc(-c2nnc(-c3ccncc3)o2)cc1,-1,-0.4,-1,-1.8,0,4,i,2.0,-5,1
CC(=O)Nc1ccc(CN2CCC2(C)C(=O)NC2CCN(Cc3ccccc3)CC2)cc1 (centres undefined),-2,0.1,-4,-7.1,1,-1,i,0.7,·,-2
COc1ccc(-c2c(C)[nH]n3c(=O)c(Cc4ccccc4)c(C)nc23)cc1,7,0.4,-1,0.7,-4,6,i,-0.9,9,-2
C=C(C)c1cccc(C(C)(C)NC(=O)N2CCN(C/C=C/c3ccccc3)CC2)c1,2,-1.5,-2,-1.4,2,-6,i,0.3,-9,-2
COc1ccc2[nH]c(=O)c(CN(Cc3nnnn3Cc3ccc(F)cc3)CC3CCCO3)cc2c1 (centres undefined),-4,-0.3,-1,0.5,-1,2,i,0.8,-13,-1
Cc1ccccc1S(=O)(=O)NC(=O)C1(C)CCN1C(=O)CCc1ccccc1 (centres undefined),-3,0.1,-4,-1.8,-5,1,i,0.7,·,-2
CC(C)C(NC(=O)Nc1ccccc1)C(=O)Nc1cccc(S(=O)(=O)N(C)C)c1 (centres undefined),3,-0.6,-1,0.4,2,-5,i,1.0,7,-1
Cc1ccccc1-n1c(C)n[nH]c1=S,-3,-0.8,2,0.0,-1,0,i,-0.6,2,-1
COC(=O)c1ccc(NCCc2csc(-c3ccc(C)cc3)n2)c([N+](=O)[O-])c1,-12,-1.4,1,2.6,-1,5,i,-0.1,-7,0
CCCCc1nn(-c2cc(Cl)ccc2OC)c2c1C(=O)CCC2,1,0.2,-1,1.5,0,-2,i,0.7,-9,1
O=S(=O)(c1ccccc1)c1nc(-c2ccco2)oc1NCc1cccnc1,0,-1.3,3,0.2,-1,3,i,2.0,-6,-4
O=c1ccc(Oc2nc(N3CCOCC3)nc(N3CCOCC3)n2)nn1-c1ccccc1,-3,0.3,3,-1.2,-3,2,i,-0.8,-3,-2
COc1ccc(C[C@H]2CN3C(=NC[C@H]3C)N2CCNC(=O)CCC2CCCCC2)cc1,-7,0.0,-9,-1.7,5,-3,i,0.4,0,-1
COc1cccc(-n2c(Cc3cc(=O)[nH]c(=O)[nH]3)nnc2SCC(=O)N2CCCCC2)c1,-1,0.7,2,-0.4,0,1,i,0.1,-4,1
Cc1ccc(-n2c(SCC(N)=O)nnc2-c2cccnc2)c(C)c1,-2,-0.2,-3,0.0,-4,5,i,-1.1,-2,0

# Records listed above marked active in MsrA inh:
mol | SUMO1 PPI mod | Tb MetRS inh | DNMT1 inh | LMPTP block | CSN deneddyl inh | NadD block | Rpn11 block | MsrA inh | Scp-1 inhibitor
CCN(CC)c1ccc(C=Nc2cccc(S(=O)(=O)N3CCOCC3)c2)c(O)c1 | -11 | 0.1 | -7 | -0.7 | -5 | 3 | i | 5.8* | -7

# A few values from the entries so far.
# CSN deneddyl inh with `COc1cccc(-n2c(Cc3cc(=O)[nH]c(=O)[nH]3)nnc2SCC(=O)N2CCCCC2)c1` : 0
# SUMO1 PPI mod with `CC(C)C(NC(=O)Nc1ccccc1)C(=O)Nc1cccc(S(=O)(=O)N(C)C)c1` (centres undefined) : 3
# SUMO1 PPI mod with `COc1ccc2[nH]c(=O)c(CN(Cc3nnnn3Cc3ccc(F)cc3)CC3CCCO3)cc2c1` (centres undefined) : -4
# DNMT1 inh with `CC(C)n1cc(CN2CCN(C)C(CCO)C2)c2ccccc21` (centres undefined) : 1
# Tb MetRS inh with `O=S(=O)(c1ccccc1)c1nc(-c2ccco2)oc1NCc1cccnc1` : -1.3

# Source: PubChem BioAssay (several laboratories)

# No enrichment for hits. Share with any hit: about 3.9%.
